# Compound activity: PubChem, several laboratories
# PRMT1 inh: PRMT1 methyltransferase inhibitors, primary screen, biochemical, fluorescence polarization; recombinant PRMT1, activity-based probe fluorescence polarization; inhibition, % at 2.79 µM; 370,000 tested, 1.3% active;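 active = inhibition above about 21% made by adding two undisclosed values, limit read from the data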
# MBD2 DNA inh: inhibitors of MBD2 binding to methylated DNA, primary screen, biochemical, TR-FRET, DNA-binding domain, human; MBD2 binding to methylated oligonucleotide; 370,000 tested, 0.31% active; inhibition, % at 4.4 µM; Methyl-CpG-binding domain protein 2 (Homo sapiens), Q9UBB5; in the data active = inhibition above about 13%
# rCAG RNA binder: binders of r(CAG) RNA repeats, primary screen, biochemical, fluorescence; r(CAG) RNA repeat, TO-PRO-1 dye displacement fluorescence; inhibition, % at 3 µM; 370,000 tested, 1.3% active;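 active = inhibition above the plate cutoff, the mean of all test compounds on that plate plus 3 SD, cut at about 35% in these data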;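 also: 0% = DMSO alone and 100% = 100 µM mitoxantrone as full dye displacement; higher means more dye released from RNA so lower well fluorescence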
# Rev-erbA mod: modulators of Rev-erb alpha DNA binding, primary screen, biochemical, FITC-DNA, fluorescence polarization, uHTS; Rev-erbα–FITC-DNA binding, 90 min; 370,000 tested, 0.79% active; activity, % at 10 µM; AID 1259318, 2017;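 active = activity above about 14%, limit read from the data; passing the limit was not always enough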;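 also: 0% = DMSO wells with 35 nM protein and 100% = DMSO wells with 750 nM protein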
# TCR CD3 inh: inhibitors of human TCR-CD3 interaction, primary screen, biochemical, fluorescence, TAMRA-labeled TCR probe; inhibition, % at 9.4 µM; T-cell receptor (TCR); 360,000 tested, 0.37% active; in the data active = inhibition above about 19%;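 also: recombinant mutant TCR 2C K166C tagged with TAMRA read by polarization; 0% = receptor in buffer alone and 100% = receptor with positive control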
# LEDGF integ inh: blockers of LEDGF/p75-dependent integrase strand transfer – biochemical, TR-FRET, high throughput, primary screen; AID 743269, 2014; TR-FRET IN-LEDGF/p75 DNA integration, Eu/Cy5; HIV-1 integrase (with human LEDGF/p75); inhibition, % at 3.7 µM; 370,000 tested, 0.64% active;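 active = inhibition above the screen-wide mean plus 3 SD, cut at about 13% in these data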;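 also: signal is the Cy5 over europium emission ratio at 671 and 618 nm; 0% = plate median of compound wells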
# UHRF1 binding: UHRF1 methylated DNA binding inhibitors, primary screen, counter-screen for MBD2 inhibitor project, biochemical, TR-FRET, human UHRF1, single concentration. 370,000 tested, 0.75% active. UHRF1 binding to methylated oligo. inhibition, % at 4.4 µM. AID 687016, 2013. E3 ubiquitin-protein ligase UHRF1 (Homo sapiens), Q96T88; in the data active = inhibition above about 21%;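 also: UHRF1 SRA domain binding a hemimethylated CpG hairpin DNA probe; 0% = median of test compound wells and 100% = reference inhibitor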
# PG9 Ab binder: binders of HIV-1 gp120 antibody PG9, primary screen, biochemical, TR-FRET; inhibition, % at 6.7 µM; TR-FRET gp120-PG9 antibody binding; AID 624416, 2012; 360,000 tested, 0.43% active; in the data active = inhibition above about 8.5%
# mABHD4 FP: ABHD4 inhibitors, primary screen, biochemical, fluorescence polarization, mouse | 370,000 tested, 0.54% active | AID 720543, 2013 | (Lyso)-N-acylphosphatidylethanolamine lipase (Mus musculus), Q8VD66 | inhibition, % at 8.92 µM | purified mABHD4, FP-Rh probe fluorescence polarization;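 active = inhibition exceeding the mean over every tested compound plus 3 SD, cut at about 30% in these data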;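 also: 0% = plate median of compound wells and 100% = S159A mutant with DMSO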
# Target sequence (Q8VD66 whole entry, looked up): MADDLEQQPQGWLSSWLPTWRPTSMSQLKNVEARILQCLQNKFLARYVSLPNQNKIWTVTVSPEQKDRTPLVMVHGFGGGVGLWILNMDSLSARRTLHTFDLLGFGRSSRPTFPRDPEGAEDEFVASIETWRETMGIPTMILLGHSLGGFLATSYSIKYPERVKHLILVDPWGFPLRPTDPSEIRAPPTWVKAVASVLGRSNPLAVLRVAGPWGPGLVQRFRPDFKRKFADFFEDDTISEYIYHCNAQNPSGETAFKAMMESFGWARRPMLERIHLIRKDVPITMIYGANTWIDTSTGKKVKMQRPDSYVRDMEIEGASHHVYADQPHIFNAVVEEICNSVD
#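 system = mouse ABHD4 enzyme, wild type | medium = HEPES pH 7.0, NaCl, Pluronic buffer | also added = FP-Rh probe | incubation = Enzyme–compound pre-incubation 45 min, then probe 60 min, both 25 °C | technique = fluorescence polarization, excitation 525 nm, emission 598 nm, BODIPY TMR filters | controls = S159A mutant high control, sample median low control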
# HTRA1 inh: HTRA1 serine protease inhibitors, primary screen, biochemical, fluorescence polarization, HTS | Q92743 | recombinant HTRA1, FP-rhodamine activity-based probe | 340,000 tested, 0.5% active | inhibition, % at 5.96 µM | AID 504803, 2011; in the data active = inhibition above about 36%;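 also: 0% = enzyme with DMSO and 100% = wells lacking enzyme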
# Target sequence (Q92743 whole entry, looked up): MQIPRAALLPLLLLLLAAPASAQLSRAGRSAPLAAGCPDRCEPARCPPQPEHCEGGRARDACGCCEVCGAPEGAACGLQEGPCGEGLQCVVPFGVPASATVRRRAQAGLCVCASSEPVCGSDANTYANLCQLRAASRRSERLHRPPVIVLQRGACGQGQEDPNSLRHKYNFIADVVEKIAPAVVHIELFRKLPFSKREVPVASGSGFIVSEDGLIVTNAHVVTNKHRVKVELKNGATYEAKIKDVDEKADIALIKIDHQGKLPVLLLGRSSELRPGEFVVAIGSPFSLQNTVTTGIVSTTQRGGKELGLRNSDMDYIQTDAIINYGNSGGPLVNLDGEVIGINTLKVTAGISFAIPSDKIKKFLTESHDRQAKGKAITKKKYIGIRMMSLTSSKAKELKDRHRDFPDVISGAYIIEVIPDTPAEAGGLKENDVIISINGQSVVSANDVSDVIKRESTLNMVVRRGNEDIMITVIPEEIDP
# * = called active by the depositor; x = not tested or not shown. These rows are one share of the data, so the mix of outcomes need not match the whole.
SMILES,PRMT1 inh,MBD2 DNA inh,rCAG RNA binder,Rev-erbA mod,TCR CD3 inh,LEDGF integ inh,UHRF1 binding,PG9 Ab binder,mABHD4 FP,HTRA1 inh
C(=N\Nc1nc(N2CCCC2)nc(N2CCCC2)n1)/c1ccncc1,-3,-6,-9,-2,2,4,-2,-1.6,4,2
CC(C)OC(=O)c1nnc(Cc2ccc(F)cc2)o1,8,7,0,13,-3,-1,7,-2.5,-13,0
COC(=O)C1(C(C[N+](=O)[O-])c2ccco2)C(=O)NCC1c1ccccc1 (stereo unspecified),2,2,-4,4,-11,-6,3,-1.1,5,x
Cc1ccc(-n2cc(-c3ccccc3)c3c(NN4CCOCC4)ncnc32)cc1,1,3,-5,-2,-8,-1,6,0.6,-10,-2
O=C(/C=C(\Nc1cccc(Cl)c1)c1ccccc1)c1ccccc1,-2,3,2,0,11,4,0,-0.4,-3,x
COc1ccc(COc2ccsc2C(=O)Nc2ccc(Cl)cc2)cc1,4,6,4,-1,-11,0,3,5.4,-19,-18
Cc1ccc(N(CC(=O)N2CCN(c3ccc(F)cc3)CC2)S(=O)(=O)c2c(C)noc2C)cc1,1,1,-2,0,6,3,-3,0.7,6,0
O=C(NCC1CCCO1)c1ccc2c(c1)ncn2-c1cccc(F)c1 (stereo unspecified),-3,1,-1,-2,8,0,0,0.3,-1,7
C/C(=N\OCC(=O)OCC(=O)N(C)c1ccccc1)c1ccc2c(c1)OCO2,-1,3,0,-5,-2,-3,-3,-1.0,-2,1
CC(C)N1CCN(c2ccncc2S(=O)(=O)N2CCN(C)CC2)CC1,0,-1,0,-4,3,-2,-1,2.4,11,-2
COc1cc(NC(=S)N2CCN(C/C=C/c3ccccc3)CC2)cc(OC)c1,2,2,2,-2,-2,-1,1,0.7,-3,-8
COc1ccc(/C=C/C(=O)N(C)CC(=O)Nc2cccc(F)c2)cc1S(=O)(=O)N1CCCCC1,-3,-4,2,2,3,5,-3,-3.0,-6,-3
Cc1ccc2nc(N3C(=O)C(O)=C(C(=O)c4ccco4)C3c3cccc(O)c3)sc2c1 (stereo unspecified),24*,-3,73*,-3,-6,0,0,1.9,-13,-45
COc1ccc(N2CCOCC2)c(NC(=O)c2cc3ccccc3o2)c1,0,5,-3,-5,3,0,-1,0.3,5,-28
Cc1ccc(S(=O)(=O)N2CCN(C)CC2)cc1C,1,-1,-3,0,-5,0,0,-0.5,1,-3
O=C1NC(Cc2ccc(O)cc2)c2nc3ccccc3c(=O)n2-c2ccccc21 (stereo unspecified),0,-3,5,-6,1,-1,-1,-1.8,-6,x
COC(=O)Cn1cc(C(=O)OC)cc(Br)c1=O,-2,-1,0,-1,0,-1,0,-0.1,0,-1
CCn1c(SCC(=O)NC2CCCC2)nc2c(c1=O)SCC2,0,-3,3,-4,5,1,0,1.0,1,10
Clc1ccc(Cn2ncc3c(NCc4ccccc4)ncnc32)c(Cl)c1,-1,0,2,0,1,1,0,-0.6,4,x
COc1cc2c(c(OC)c1OC)C1(CCCCC1)CC2NC(=O)c1ccncc1 (stereo unspecified),5,2,-2,-2,-6,-7,2,-1.7,4,x

# Sorted by value in TCR CD3 inh (high to low): some entries from above.
SMILES | TCR CD3 inh
CCn1c(SCC(=O)NC2CCCC2)nc2c(c1=O)SCC2 | 5
Clc1ccc(Cn2ncc3c(NCc4ccccc4)ncnc32)c(Cl)c1 | 1
COC(=O)Cn1cc(C(=O)OC)cc(Br)c1=O | 0
Cc1ccc2nc(N3C(=O)C(O)=C(C(=O)c4ccco4)C3c3cccc(O)c3)sc2c1 (stereo unspecified) | -6

# (further entries)
SMILES,PRMT1 inh,MBD2 DNA inh,rCAG RNA binder,Rev-erbA mod,TCR CD3 inh,LEDGF integ inh,UHRF1 binding,PG9 Ab binder,mABHD4 FP,HTRA1 inh
O=C(O)CCNC(=O)/C(=C/c1ccco1)NC(=O)c1ccco1,7,0,-5,1,-5,1,-3,-1.6,4,4
COc1cccc(C=Nc2ccccc2C(=O)Nc2nccs2)c1OC,2,2,-2,4,-9,-1,2,3.2,3,-14
O=C1NC[C@@H](CCCCN2C[C@H](Cc3ccccc3)N(CC3CCCCC3)C(=O)C2=O)N(CCc2ccc(O)cc2)C1=O,6,4,1,3,1,3,0,0.4,0,x
Cc1nn(CCC#N)c(N)c1C1(O)C(=O)Nc2c(Cl)cc(Cl)cc21 (stereo unspecified),0,-1,-3,0,-4,-1,-4,-1.9,5,2
CC(NC(=O)CCCCCCN1C(=O)c2ccccc2C1=O)c1ccc2c(c1)CCCC2 (stereo unspecified),-1,2,0,-2,-1,-1,-1,-0.6,3,-25
CC1Cc2ccccc2N1C(=O)COc1cccc(-n2cnnn2)c1 (stereo unspecified),3,-3,-2,2,-12,2,2,1.1,-5,-3
COc1ccccc1Nc1ncnc2ccc(C)cc12,-3,1,1,0,2,0,-1,0.8,5,-3
COc1c(Cl)cc(Cl)cc1CNCCO,0,-5,1,4,7,3,-1,0.3,1,7
CCCOc1ccc(/C=N/NC(=O)c2c(-c3ccccc3)noc2C)cc1OC,-7,7,-4,-3,4,0,-1,-4.4,1,-7
COC(=O)CCC(=O)NS(=O)(=O)c1ccc(N=NN2CCOCC2)cc1,4,2,1,11,-4,-3,-1,-0.4,4,-7
O=C1NC(c2ccccc2)(C(F)(F)F)SC2=NCCCN12 (stereo unspecified),2,5,-2,10,1,0,3,0.5,8,0
CC1CCc2c(sc(NC(=O)C3=COCCO3)c2C(N)=O)C1 (stereo unspecified),1,-4,2,-2,-7,-2,0,-0.9,9,0
CC(C)(C)[C@H]1C=C(C(=O)N2CCN(Cc3ccccc3)CC2)O[C@@H](OCc2ccc(CO)cc2)C1,0,1,-4,2,1,-1,0,1.0,4,-13
OC(CNCc1cccnc1)COc1ccc2ccccc2c1 (stereo unspecified),0,1,-4,3,7,1,-2,1.3,3,7
C[C@H](NC(=O)[C@@H]1CSC2c3ccccc3C(=O)N21)C(=O)NCCc1ccc(F)cc1 (stereo partly specified),25*,6,8,7,-2,-4,1,2.0,-5,5
O=C(O)c1cc([N+](=O)[O-])cc2ccccc12,-5,1,0,-10,0,1,13,-2.0,1,2
NS(=O)(=O)c1ccc(CNC(=O)C23CC4CC(CC(C4)C2)C3)cc1,-1,2,2,3,7,-2,-2,-2.6,5,-3
COc1ccc(C(=O)NCc2cccc(Cl)c2)cc1S(=O)(=O)N1CCOCC1,-6,-5,3,-9,8,7,1,1.5,-1,-5
CS(=O)(=O)N(Cc1ccccc1F)c1ccccc1,-1,0,-2,0,2,4,6,0.0,-5,1
C/C(=N\NC(=O)c1ccc([N+](=O)[O-])c(C)c1)c1ccccc1Cl,-2,-1,0,0,-3,1,2,-1.5,-2,5
CC(NS(=O)(=O)c1ccccc1)C(c1cccs1)N1CCOCC1 (stereo unspecified),-1,-2,0,-5,8,2,-2,-0.1,-3,-2
O=C(O)c1c2c(nc3ccc(Cl)cc13)CCC2,4,-7,5,-10,5,4,3,-0.3,5,4
COc1ccc(-n2nc(C(=O)NCC(=O)NCC3CCCO3)c3ccccc3c2=O)c(OC)c1 (stereo unspecified),0,-3,-4,-1,-1,4,2,-2.2,-10,5
O=C(O)COc1cccc(NC(=O)c2ccccc2)c1,3,-2,0,0,1,2,1,-0.4,-3,6
CCc1ccc(C(=O)N/N=C/c2ccncc2)s1,-2,-2,0,5,-2,1,-2,-2.2,-2,-3
O=C(CCSCCC(=O)Nc1ccccc1F)Nc1ccccc1F,4,2,2,-2,-1,-1,0,-1.1,4,-6
Cn1c(=O)n(C)c2cc(CNC(=O)[C@H]3O[C@@H](n4cnc5c(N)ncnc54)[C@H](O)[C@@H]3O)ccc21,0,1,0,-5,-1,2,2,-2.0,2,x
CCOc1ccccc1Nc1nnc(SCC(=O)NC(=O)c2cccn2C)s1,4,-1,2,-3,-9,0,8,-2.9,-5,-19
COc1cccc(NC(=O)c2cc(-c3ccncc3)nc3c(C)cc(C)cc23)c1,-4,-3,14,0,1,8,1,-0.3,-12,-31
O=C(COC(=O)/C=C/c1cccc(Cl)c1)Nc1ccc(N2CCOCC2)cc1,2,0,4,0,-5,1,-1,0.2,-2,1
COc1ccc(C(=O)O)cc1F,6,4,1,-7,-9,-2,2,0.7,-13,5
COc1ccc(/C=C(/C#N)C(=O)Nc2cccc(C)c2C)cc1C(=O)O,0,1,14,-3,12,-3,1,-0.3,3,4
Cc1ccc(S(=O)(=O)N2CCC3(CC2)CC(=O)c2ccccc2O3)cc1,1,0,-6,3,2,4,0,0.8,0,-15
C/C(=N\Nc1ccc([N+](=O)[O-])cc1)c1cc2ccccc2o1,-4,1,15,7,-1,1,-2,-1.7,5,-4
CCNC(=O)c1ccccc1CCc1ccccc1,-1,0,-3,-3,-6,0,0,0.6,1,0
c1ccc(-c2cn(-c3ccccc3)c3ncnc(N4CCCCC4)c23)cc1,1,0,-3,-4,1,-7,1,-1.6,-1,0
Cc1cc(NC(=O)C2CC(=O)N(c3cccc(C)c3C)C2)no1 (stereo unspecified),-2,2,-2,-3,0,0,0,0.0,5,2
COc1ccc(CCC(C)NCc2ccc(C(F)(F)F)cc2)cc1 (stereo unspecified),2,5,-8,0,-10,-1,2,0.4,7,6
CCCc1nc2ccc([N+](=O)[O-])cc2[nH]1,1,1,0,2,2,-4,-2,-1.4,0,-4
O=C(CN1C(=O)C2C3CCC(C3)C2C1=O)N1CCN(Cc2ccccc2)CC1 (stereo unspecified),-2,-1,-3,1,-7,1,4,0.1,-5,-5
Cc1ccc(NC2CCCN(C(=O)CN3C(=O)c4ccccc4C3=O)C2)cc1C (stereo unspecified),-5,-5,-6,-4,10,3,-3,-1.5,-3,0
Cc1c(CC(=O)NCC(C)C)c(=O)oc2cc3c(cc12)CCC(C)(C)O3,-4,-2,-6,-2,-2,-2,0,1.2,0,6
Cc1ccc(C)c(NC(=S)N(Cc2ccco2)C(C)c2cccs2)c1 (stereo unspecified),-3,0,-1,-1,5,-2,-1,-2.4,6,3
COc1ccc(CCNC(=O)Cc2cc(OC)c(OC)cc2[N+](=O)[O-])cc1OC,-1,-5,2,-4,2,2,0,-1.5,2,8
COc1ccc(OCC(=O)NNc2nc3ccccc3s2)cc1,7,-2,4,-4,-10,1,0,0.9,-1,-3
